High-throughput results (PubChem)
IL2 activator = qHTS of IL-2 Activators | IL-2 activation reporter assay, cell-based qHTS; stimulated with anti-CD3/CD4/CD28 beads; in transgenic mouse T cells | activation, % (series mostly up to about 46 µM) | hit rate 0.065% among 360,000 | AID 652025, 2013; in the data active means activation above about 50%; inconclusive means mostly about 30% to 49%; further: 0% is about no effect
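Unstimulated transgenic mouse T cells, 750 per well, received compound and, after 60 minutes, anti-CD3/anti-CD4 bead plus anti-CD28 stimulation. EGFP and DsRed were quantified after 18 hours.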
S2 tox = Viability Counterscreen for Primary qHTS for Inhibitors of ATXN expression; Potency, µM (top dose mostly 56.7 µM), actives largely listed as cytotoxic; S2 cells (HEK-293 line with an ATXN2-luciferase reporter) viability, CellTiter-Fluor protease fluorescence, 24 h; hit rate 0.49% among 400,000; further: potency means the concentration at half of the fitted maximal effect; nearly all actives have a fitted effect of over 40% in size
ATXN2 expr inh = Primary qHTS for Inhibitors of ATXN expression | hit rate 0.72% among 360,000 | AID 1745845, 2022 | HEK-293 ATXN2-luciferase reporter, luminescence, 24 h | Potency, µM (doses to about 57 µM), without a hit: at the highest dose activity change, negative = inhibition, usual class: inhibitors; further: potency means the concentration at half of the fitted maximal effect; on the % scale 0 is the no-effect control and ±100 the full control effect; nearly all actives have a fitted effect of over 55% in size
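ATXN2-luciferase reporter cells (luciferase flanked by upstream and downstream ATXN2 gene portions) were treated 24 h at 37 °C with compounds at up to 57 uM. SteadyGlo luminescence gave expression; GF-AFC fluorescence gave viability.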
Nrf2 block = Nrf2 qHTS screen for inhibitors. A549 ARE-Fluc reporter, luciferase luminescence, 18-24 h. Potency, µM (highest dose often 46 µM), without a hit: at the highest dose activity change, negative = inhibition, usual class: inhibitors. hit rate 2.1% among 360,000; further: potency means the concentration at half of the fitted maximal effect; on the % scale 0 is the no-effect control and ±100 the full control effect; nearly all actives have a fitted effect of over 60% in size
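Reporter: ARE-Fluc in A549. Exposure: 18-24 h, 37 °C, 5% CO2, 5% FBS OPTI-MEM. Readouts: fluorescent cytotoxicity (CellTiter-Fluor), then luminescent Nrf2 signal after BugLite.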
Nrf2 activator = qHTS of Nrf2 Activators | AREc32 ARE-luciferase reporter (MCF7-derived line), luminescence, 24 h | Potency, µM (titrated, usually from 46.1 µM), for the others: top-dose activation, actives largely listed as activators | hit rate 0.31% among 410,000; further: potency means the concentration at half of the fitted maximal effect; % of control where 0% means no effect; nearly all actives have a fitted effect of over 65% in size
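AREc32 cells carrying an ARE-driven firefly luciferase reporter were seeded at 1000 cells/well in OPTI-MEM with 5% FBS, then exposed to compound for 24 hr at 37 deg C. Luminescence was read with Steady-Glo after 30 min at RT.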
TGFb inhibitor = qHTS for Inhibitors of TGF-b; Potency, µM (titrated, usually from 46.1 µM), for the others: at the top dose activity, negative = inhibition, usual class: inhibitors; HepG2 CAGA-GFP TGF-b/SMAD3 reporter, GFP fluorescence, 18 h; TGF-beta stimulated, 500 pg/mL final; hit rate 1.2% among 410,000; AID 588855, 2011; further: potency means the concentration at half of the fitted maximal effect; on the % scale 0 is the no-effect control and ±100 the full control effect; nearly all actives have a fitted effect of over 65% in size
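TGF-beta reporter screen: HEPG2 CAGA-GFP, 1% FBS, 500 pg/mL TGF-beta final, 18 h; per-cell GFP summed per well; curves fitted and categorized by class.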
HepG2 tox = qHTS for Inhibitors of TGF-b: Cytotox Counterscreen. HepG2 CAGA-GFP viability, ATP luminescence, 18 h. Potency, µM (highest dose often 46.1 µM), for inactives: at the highest dose activity change, negative = cytotoxicity, most hits filed as cytotoxic. hit rate 0.76% among 410,000. AID 588856, 2011; further: potency means the concentration at half of the fitted maximal effect; some results filed as inactive show a strong effect at the top dose
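CellTiter-Glo luminescence gave cytotoxicity after 18 hours at 37 degrees C. The cells were HepG2 CAGA-GFP in 1% FBS DMEM, stimulated with 500 pg/mL TGF-beta after compound addition. %Activity was normalised to no-cell wells (complete cell-killing) and DMSO (no toxicity), and curves were fitted and classified.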
A549 tox = Nrf2 qHTS screen for inhibitors: counterscreen for cytotoxicity; A549 ARE-Fluc cells, CellTiter-Fluor viability, 18-24 h; Potency, µM (titrated, usually from 46 µM), for the others: at the highest dose activity change, negative = cytotoxicity, most hits filed as inhibitors; hit rate 0.16% among 390,000; AID 504648, 2011; further: potency means the concentration at half of the fitted maximal effect; on the % scale 0 is the no-effect control and ±100 the full control effect
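A549 ARE-Fluc cells in 5% FBS OPTI-MEM, 5000 cells/well, rested 2 h then exposed to compounds in concentration-response for 18-24 h at 37 °C. Viability by CellTiter-Fluor fluorescence (Ex 405/Em 525) after 30 min; luciferase luminescence (BugLite, 15 min, RT) read afterwards.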
EPAC2 agonist = qHTS for Agonist of cAMP-regulated guanine nucleotide exchange factor 4 (EPAC2): primary screen; Potency, µM (doses to about 154 µM), without a hit: at the highest dose activation, usual class: activators; hit rate 0.079% among 360,000; AID 720711, 2013; Rap guanine nucleotide exchange factor 4 (Homo sapiens), Q8WZA2; EPAC2 activation, biochemical qHTS; response scale: 100% = 6.5 mM cAMP response; further: potency means the concentration at half of the fitted maximal effect; nearly all actives have a fitted effect of over 50% in size
Target sequence (Q8WZA2 whole entry, looked up): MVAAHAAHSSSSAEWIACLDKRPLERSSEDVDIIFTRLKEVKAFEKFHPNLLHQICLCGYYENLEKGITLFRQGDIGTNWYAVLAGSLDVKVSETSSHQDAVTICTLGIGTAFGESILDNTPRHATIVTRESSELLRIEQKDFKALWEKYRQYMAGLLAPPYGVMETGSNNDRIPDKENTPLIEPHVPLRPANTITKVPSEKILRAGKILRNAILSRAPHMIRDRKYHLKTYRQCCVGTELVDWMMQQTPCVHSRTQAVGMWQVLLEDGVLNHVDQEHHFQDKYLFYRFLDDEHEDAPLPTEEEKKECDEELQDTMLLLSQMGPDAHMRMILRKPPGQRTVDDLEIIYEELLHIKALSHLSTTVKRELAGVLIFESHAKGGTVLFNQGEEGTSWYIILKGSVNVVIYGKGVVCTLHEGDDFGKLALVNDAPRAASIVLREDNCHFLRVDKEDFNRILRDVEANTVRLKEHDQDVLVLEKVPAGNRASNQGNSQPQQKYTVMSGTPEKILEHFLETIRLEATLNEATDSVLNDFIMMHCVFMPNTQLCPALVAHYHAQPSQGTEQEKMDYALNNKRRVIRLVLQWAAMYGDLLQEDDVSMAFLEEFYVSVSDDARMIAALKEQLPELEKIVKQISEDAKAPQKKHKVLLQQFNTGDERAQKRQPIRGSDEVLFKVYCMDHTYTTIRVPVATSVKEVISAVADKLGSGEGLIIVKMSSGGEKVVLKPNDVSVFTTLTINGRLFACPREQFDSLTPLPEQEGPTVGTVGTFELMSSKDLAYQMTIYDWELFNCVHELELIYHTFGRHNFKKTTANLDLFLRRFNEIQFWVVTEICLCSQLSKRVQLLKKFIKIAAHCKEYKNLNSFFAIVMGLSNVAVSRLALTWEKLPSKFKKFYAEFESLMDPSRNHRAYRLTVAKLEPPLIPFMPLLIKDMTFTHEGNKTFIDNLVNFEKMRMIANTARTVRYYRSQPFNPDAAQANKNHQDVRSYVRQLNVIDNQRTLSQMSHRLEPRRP
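Setup: EPAC2 100 nM, labeled Rap1B complex 250 nM, free GDP 50 uM. Compound titrations pinned in, brief spin, 5 min room temperature incubation. Kinetic fluorescence read over 30 min, normalized to 6.5 mM cAMP.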
The depositor's hits bear a star; i = inactive; ? = inconclusive; nt = not tested or not shown; & = joins results of further samples; [ ] = dose if it differs, or a comment. Unless noted, the call rests on the fitted dose curve; in most records, active means well fitted curve in the direction sought with a large enough effect; inconclusive means small, poorly fitted or top-dose-only effect, or another doubt; inactive means no such curve, though single readings can be large; an effect the other way counts as inactive or inconclusive.

SMILES | IL2 activator | S2 tox | ATXN2 expr inh | Nrf2 block | Nrf2 activator | TGFb inhibitor | HepG2 tox | A549 tox | EPAC2 agonist
COc1cc(Cl)c(C)cc1Nc1nc2ccccc2nc1NS(=O)(=O)c1ccccc1 | nt | i | 66.5%[activator] | ? | 6.9% | 484.1%[activator] | -15.5% | -4.7% | nt
O=C(O)C1CCCN(S(=O)(=O)c2ccc3c(c2)OCCO3)C1 (stereo not given) | -0.5 | ? | -32.4% | -3.5% | -0.9% | 6.6% | 24.1% | 4.6% | 1.8%
O=C1S/C(=C\c2ccc(Cl)cc2)C(=O)N1CCn1cnnn1 | -4.7 | i | nt | 0.2% | 18.2% | 5.3% | -29.7% | -21.5% | 5.3%
O=C(NC1CCCC1)C1c2ccccc2OCC(=O)N1Cc1ccccc1 (stereo not given) | -0.5 | ? | 15.4% | nt | -0.8% | nt | nt | nt | 9.4%
Cc1ccc(C)c(OCc2ccc(C(=O)Nc3ccc([N+](=O)[O-])cn3)o2)c1 | 0.8 | ? | nt | 2.91µM* | 0.0% | ? | -21.7% | -2.8% | -2.9%
Cc1cccc(N/C=C(\[N+](=O)[O-])S(=O)(=O)c2ccccc2)c1C | -0.5 | i | 6.0% | ? | 4.3% | 5.6% | 3.6% | -3.1% | 1.5%
COc1ccc2nc(/C(C#N)=C\c3ccc(Oc4ccc([N+](=O)[O-])cn4)cc3)[nH]c2c1 | -1.7 | ? | ? | -17.3% | 3.8% | -7.2% | -12.5% | -19.0% | 3.2%
CCCCN(CC)C(=O)Cc1cn(C)c2ccccc12 | -1.9 | i | -0.6% | -2.2% | -0.5% | -2.8% | -19.9% | 3.3% | -6.6%
O=C(CCn1c(=S)oc2ccccc21)N1CCN(c2ccc(F)cc2)CC1 | -1.8 | i | 4.0% | -19.3% | 2.1% | 2.8% | 0.3% | -1.5% | 8.2%
COc1cccc(CNC(=O)CCC2CCCN(C(=O)c3ccc(C)nc3)C2)c1 (stereo not given) | 0.2 | i | 4.5% | 9.8% | -0.2% | -11.4% | -13.1% | -2.5% | 2.1%
Cc1ccc(SCC(=O)NC2CC2)cc1 | -3.0 | i | 0.7% | 21.7% | 0.4% | -4.3% | 7.4% | 11.6% | 6.7%
CC(C)OCC(O)CN1CCNCC1 (stereo not given) | -2.9 | i | -22.3% | -15.0% | -0.6% | 4.4% | -14.9% | -11.8% | 2.8%

Of the compounds above, these have a Cl atom.
SMILES | IL2 activator | S2 tox | ATXN2 expr inh | Nrf2 block | Nrf2 activator | TGFb inhibitor | HepG2 tox | A549 tox | EPAC2 agonist
COc1cc(Cl)c(C)cc1Nc1nc2ccccc2nc1NS(=O)(=O)c1ccccc1 | nt | i | 66.5%[activator] | ? | 6.9% | 484.1%[activator] | -15.5% | -4.7% | nt
O=C1S/C(=C\c2ccc(Cl)cc2)C(=O)N1CCn1cnnn1 | -4.7 | i | nt | 0.2% | 18.2% | 5.3% | -29.7% | -21.5% | 5.3%

(listing goes on)
SMILES | IL2 activator | S2 tox | ATXN2 expr inh | Nrf2 block | Nrf2 activator | TGFb inhibitor | HepG2 tox | A549 tox | EPAC2 agonist
CCC(=O)Nc1ccc(Br)c(Cl)c1 | -1.3 | i | -21.7% | ? | -0.3% | 9.8% | -2.5% | -6.7% | 8.2%
OCCNCCSc1ccc(Cl)cc1 | 0.8 | i | nt | 21.8% | 3.2% | 9.4% | -5.0% | 9.6% | 1.1%
Cc1ccc2cc(C#N)c(NCCNC(=S)NCCCN(C)C)nc2c1C | -3.5 | ? | nt | 10.8% | -0.3% | -23.3% | -10.7% | 5.3% | 0.7%
CC1CCN(Cc2c(O)ccc3c(=O)c(Oc4ccccc4Cl)c(C(F)(F)F)oc23)CC1 | nt | nt | nt | 0.3% | 0.0% | -20.3% | -8.4% | -2.6% | nt
O=C(CSc1ncccn1)NC1CCS(=O)(=O)C1 (stereo not given) | -3.1 | i | 11.0% | 2.4% | 0.0% | 5.3% | 0.4% | -0.6% | 6.5%
N#C/C(=C\c1cccc(NC(=O)c2ccccc2Cl)c1)C(=O)NCCc1ccccc1 | -0.1 | i | -37.3% | 9.9% | ? | ? | 11.2µM* | 20.4% | 1.6%
CCN(CC)S(=O)(=O)c1ccc(OCC(=O)NC(=O)c2ccccc2OC)c([N+](=O)[O-])c1 | -0.1 | i | 1.3% | -2.6% | -0.1% | -18.6% | -4.3% | 1.5% | -0.4%
CCOC(=O)CSc1ccc2nnc(-c3ccccc3)n2n1 | -2.7 | i | 1.3% | 3.3% | -0.4% | 8.0% | -1.2% | ? | 6.5%
COc1ccc(NCc2cc3cc4c(cc3n(CC(=O)Nc3ccc(C)cc3)c2=O)OCO4)cc1 | nt | i | -9.8% | 6.1% | 2.8% | -6.0% | -25.0% | -1.6% | nt
CCCCNC(=O)Cn1c(=O)cc(C)c2c(C)nn(-c3ccc(CC)cc3)c21 | nt | i | -10.2% | 27.4% | -0.9% | ? | -14.1% | -2.5% | nt
Oc1cc(Nc2ccccc2)cc2cccnc12 | -0.4 | ? | 31.6µM* | -7.1% | -2.6% | 31.6µM* | 11.2µM* | -1.2% | 7.3%
COc1cc(/C=C(\NC(=O)c2ccccc2)C(=O)NCCO)c([N+](=O)[O-])cc1OC | -3.6 | i | 16.8% | 0.9% | 0.1% | -14.9% | 23.1% | 2.6% | -7.7%
COc1cccc(CN2CCNC(=O)C2CC(=O)NCCOc2cccnc2)c1 (stereo not given) | -2.0 | i | -21.7%[11.3 µM] | 17.2% | -0.7% | 18.4% | -38.5% | 3.7% | 4.2%
Cc1ccc(-n2nc3c(N4CCC(C(=O)N5CCCCCC5)CC4)nnc(C)c3c2C)cc1 | -0.6 | ? | nt | -37.4% | -1.2% | ? | -19.1% | 0.4% | 10.2%
Cc1ccc(C(C)C)c(OCC(=O)Nc2ccc(N3CCN(S(C)(=O)=O)CC3)cc2)c1 | -2.1 | ? | ? | -0.9% | -1.7% | -22.0% | -0.7% | 5.4% | -10.9%
COc1cc(/C=C/C(=O)OCC(=O)c2ccccc2)cc(OC)c1OC | -0.9 | i | nt | 7.0% | 4.4% | 27.3% | -14.0% | -1.4% | 8.6%
CCOC(=O)C(NC(=O)c1ccc(F)cc1)(Nc1nnc(C)s1)C(F)(F)F (stereo not given) | -1.0 | i | 3.5% | -3.4% | -0.2% | -10.0% | 1.0% | -5.0% | 6.9%
COc1ccccc1N1CCN(C(=O)c2cn(C)c3ccc(S(=O)(=O)N4CCOCC4)cc3c2=O)CC1 | -0.8 | i | 19.9%&3.7% | -2.2%&-12.3% | 0.1%&0.3% | 5.2%&-0.4% | -2.9%&1.5% | -3.3%&7.9% | -5.2%
CC(C)CC(=O)Nc1ccc2c3c(cccc13)CC2 | -0.8 | i | 7.4% | -19.3% | -0.2% | -17.5% | 4.5% | -5.3% | 8.3%
COc1cc2c(cc1OC)CN(C1CCC(C)CC1)CC2 (stereo not given) | 1.4 | i | -4.0% | 8.5% | 0.2% | 5.1% | -4.2% | -1.3% | 2.3%
CC(/C=C/c1ccc(N(C)C)cc1)=N/N=C1/NC(=O)CC(C(=O)Nc2ccc(Cl)cc2)S1 (stereo not given) | 0.4 | ? | 25.9% | ? | 13.0% | 10µM* | -38.3% | 18.4µM* | ?
CC(=O)Nc1ccccc1C(=O)C(=O)Nc1cccc(Br)c1 | -2.1 | i | 9.9% | 9.4% | 10.4% | 4.9% | 0.1% | -4.3% | 16.7%
COc1cccc(C(=O)Nc2cccc(C(=O)NCC(C)C)c2)c1 | 1.5 | i | -8.8% | 13.7% | 0.8% | -0.7% | -15.6% | -0.5% | 6.2%
Cc1cccc(C(=O)Nc2cc3c(cc2N2CCCCC2)n(C)c(=O)n3C)c1 | nt | i | 5.8% | 11.3% | 0.3% | 31.1% | -23.3% | 5.1% | nt
COC(C(=O)Nc1ccc(F)cc1)c1ccccc1 (stereo not given) | -1.8 | i | -6.2% | 0.9% | -0.3% | -1.9% | 3.9% | 7.9% | 9.8%
CCOC(=O)C1=C[C@@H](C(C)C)N(S(=O)(=O)c2ccc(C)cc2)[C@H]1c1ccc(C(C)C)cc1 | -0.9 | i | -6.3% | nt | 1.0% | ? | -28.5% | nt | 11.5%
COc1cc(C(=O)NC2CCCc3ccccc32)ccc1OCC(=O)Nc1ccc(F)cc1 (stereo not given) | -4.1 | i | 9.1% | -10.9% | 0.5% | 3.8% | 2.5% | 2.5% | 2.2%
COc1cc(CN(C(=O)c2ccc(Cl)cc2)C2CCS(=O)(=O)C2)cc(OC)c1OC (stereo not given) | nt | i | 2.3% | 6.3% | 0.6% | -12.5% | 2.8% | -1.2% | nt
CCc1cc2c3c(c1)C1(C(=O)N3C(C)(C)CC2C)C(C#N)=C(N)N2C(=C1C#N)Nc1ccccc12 (stereo not given) | -0.4 | ? | ? | ? | 9.6% | ? | -35.9% | -14.3% | 20.0%
O=C(OCC1COc2ccccc2O1)c1ccccc1F (stereo not given) | 25.3 | i | 8.1% | 10.6% | 0.5% | 0.5% | -3.9% | -6.6% | 13.6%
COc1cccc(NC(=O)N2CCCC(C(=O)Nc3ccccc3OC)C2)c1 (stereo not given) | -2.5 | i | -3.6% | -11.2% | 0.2% | -9.8% | -18.7% | 0.6% | 6.0%
CC(C)c1nc2sc(C(=O)O)c(N)c2c2c1CCCC2 | -6.0 | i | 12.4% | 4.5% | -0.3% | -26.9% | -11.9% | 1.8% | -4.9%
COc1ccc(NC(=O)c2c(C)oc3ccc(O)c(CN4CCC(C)CC4)c23)cc1 | nt | i | -35.2% | ? | 9.6% | -6.5% | -34.5% | 7.1% | nt
